# Compound activity as filed in PubChem BioAssay.
# Rab9 promoter act – qHTS Assay for Rab9 Promoter Activators | Huh7 Rab9 promoter-luciferase reporter, luminescence, 24 h | hit rate 2.8% among 320,000 | AID 485297, 2010 | Potency, µM (top dose mostly 9.22 µM), inactives show at the highest dose activation, negative = inhibition, hits mostly activators; also: potency is read from the fitted curve at half-maximal effect; % of control where 0% means no effect; nearly all actives have a fitted effect of over 60% in size
#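 Quantitative HTS format; Huh7 Rab9-luciferase reporter cells (1500/well) receive compound 2 h post-plating, incubate 24 h at 37 °C, then get luciferase reagent for 10 min before luminescence reading.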
# ELG1 DNA repair – qHTS screen for small molecules that inhibit ELG1-dependent DNA repair in human embryonic kidney (HEK293T) cells expressing luciferase-tagged ELG1 | HEK293T ELG1-luciferase reporter, luminescence, 16 h; DNA damage induced by 5-fluorouridine | Potency, µM (top dose mostly 46.1 µM), for the others: at the top dose activity change, negative = inhibition, hits mostly inhibitors | hit rate 2.3% among 330,000 | AID 504467, 2011; also: potency is read from the fitted curve at half-maximal effect; % is scaled to controls: 0 for no effect and ±100 for the full control effect; nearly all actives have a fitted effect of over 55% in size
#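 Reporter activity after DNA damage by 5-fluorouridine is monitored. Compound-treated cells incubate 16 hr at 37 °C, then ONE-Glo is added for 30 min before luminescence reading.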
# FLuc counter – qHTS profiling assay for firefly luciferase inhibitor/activator using purifed enzyme and Km concentrations of substrates (counterscreen for miR-21 project); Potency, µM (highest dose often 57.5 µM), inactives show at the highest dose activity change, negative = inhibition, actives largely listed as inhibitors; Luciferin 4-monooxygenase (Photinus pyralis), P08659; purified FLuc, Km substrates, luminescence inhibition; hit rate 6.9% among 360,000;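 also: potency is read from the fitted curve at half-maximal effect; plate controls were vehicle for no effect and reference inhibitor for full effect; nearly all actives have a fitted effect of over 55% in size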
# Target sequence (P08659 whole entry, looked up): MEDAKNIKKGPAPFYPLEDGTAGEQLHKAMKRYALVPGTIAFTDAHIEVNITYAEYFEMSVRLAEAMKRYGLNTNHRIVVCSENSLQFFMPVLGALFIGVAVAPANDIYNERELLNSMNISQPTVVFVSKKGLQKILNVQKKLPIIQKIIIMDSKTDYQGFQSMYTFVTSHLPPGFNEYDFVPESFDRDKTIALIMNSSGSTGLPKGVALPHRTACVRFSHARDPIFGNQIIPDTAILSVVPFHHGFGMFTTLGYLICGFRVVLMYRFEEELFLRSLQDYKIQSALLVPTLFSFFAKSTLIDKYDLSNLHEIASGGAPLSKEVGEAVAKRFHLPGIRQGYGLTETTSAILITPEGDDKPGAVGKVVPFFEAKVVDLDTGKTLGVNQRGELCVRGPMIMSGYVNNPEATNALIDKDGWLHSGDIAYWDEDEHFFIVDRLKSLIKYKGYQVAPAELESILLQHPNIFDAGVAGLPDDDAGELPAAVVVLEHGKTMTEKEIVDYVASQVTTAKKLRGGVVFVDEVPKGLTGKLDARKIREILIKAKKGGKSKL
#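 Purified P. pyralis luciferase (10nM final) with 10uM D-luciferin and 10uM ATP (Km levels) in 50mM Tris acetate pH 7.5, 10mM Mg acetate, 0.01% Tween-20, 0.05% BSA; qHTS 6-point titration, ~60 µM downward; luminescence read.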
# p53 reactivator – qHTS assay for re-activators of p53 using a Luc reporter; hit rate 0.063% among 320,000; H1299 p53-A138V BP100-luciferase reporter, luminescence, 24 h; AID 504706, 2011; Potency, µM (titrated, usually from 92.2 µM), inactives show at the highest dose activity change, positive = activation, most hits filed as activators; also: potency is read from the fitted curve at half-maximal effect; % of control where 0% means no effect; nearly all actives have a fitted effect of over 45% in size
#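 H1299 (p53-null), stable ts p53-A138V + BP100-Luc; 1000 cells/well, Opti-MEM/10% FBS; cpd 4 pt, 1:5; 24 h, 37 deg C, 5% CO2; detection reagent 10 min RT; luminescence.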
# ELG1 genotoxic – qHTS screen for small molecules that induce genotoxicity in human embryonic kidney (HEK293T) cells expressing luciferase-tagged ELG1. HEK293T ELG1-luciferase reporter, luminescence, 16 h. Potency, µM (titrated, usually from 46 µM), for inactives: at the top dose activity change, positive = activation, hits mostly activators. hit rate 1.3% among 330,000. AID 504466, 2011; also: potency is read from the fitted curve at half-maximal effect; % of control where 0% means no effect; nearly all actives have a fitted effect of over 60% in size
#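 Luminescence read-out: rising ELG1-luciferase signal, reflecting elevated ELG1 protein under genetic stress, flags genotoxic compounds. Cells were treated for 16 hr at 37 °C before ONE-Glo detection.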
# NPC1 prom act – qHTS Assay for NPC1 Promoter Activators; hit rate 2.4% among 320,000; Huh7 NPC1 promoter luciferase reporter, 24 h; Potency, µM (titrated, usually from 9.22 µM), inactives show at the top dose activation, usual class: activators;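 also: potency is read from the fitted curve at half-maximal effect; % of control where 0% means no effect; nearly all actives have a fitted effect of over 60% in size; reporter is driven by a mutant NPC1 promoter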
#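 Compounds in DMSO were transferred onto Huh7 NPC1-luciferase reporter cells pre-incubated 2 h; after 24 h at 37 °C, Amplite reagent was dispensed and luminescence recorded 10 min later.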
# TRPV1 ag – HTS Assay for Compounds that Act as Agonists of the Vanilloid Receptor 1; AID 540275, 2011; hit rate 0.19% among 320,000; Transient receptor potential cation channel subfamily V member 1 (Homo sapiens), Q8NER1; activation, % at 8.33 µM; TRPV1-expressing cells, Fluo-8 calcium influx, agonist mode; in the data active = activation above about 80%; inconclusive = between about 30% and that limit; also: 0% is about no effect
#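 TRPV1-expressing cells were cultured overnight at 35.5C and loaded with Fluo-8 calcium dye for 40 to 90 min at room temperature. After a 10 s baseline, compound was added and calcium influx was read kinetically for 3 min (ex 480/em 520 nm).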
# Gal4-VP16 FLuc – VP16 counterscreen qHTS for inhibitors of ROR gamma transcriptional activity; Drosophila S2 Gal4-VP16 UAS-luciferase, luminescence, 20 h; Potency, µM (doses to about 53.6 µM), for the others: at the highest dose activity, negative = inhibition, actives largely listed as inhibitors; hit rate 3.5% among 310,000;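 also: Gal4-VP16 expression switched on by copper sulfate through the metallothionein promoter; potency is read from the fitted curve at half-maximal effect; % is scaled to controls: 0 for no effect and ±100 for the full control effect; nearly all actives have a fitted effect of over 50% in size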
# BRCA1 expr act – qHTS Assay to Identify Small Molecule Activators of BRCA1 Expression; MCF7-BRCA1-FFLuc reporter, luminescence, 48 h; response scale: scaled: vehicle 0%, 10 µM genistein 100%; Potency, µM (titrated, usually from 46.1 µM), for the others: at the highest dose activation, most hits filed as activators; hit rate 1.1% among 380,000; AID 624202, 2012; also: potency is read from the fitted curve at half-maximal effect; nearly all actives have a fitted effect of over 80% in size; some results filed as inactive show a strong effect at the top dose
#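 Cells: MCF7-BRCA1-FFLuc, 2000/well. Exposure: 48 h, 37 °C, 5% CO2. Read: luminescence, 15 min post-substrate. Controls: genistein 10 microM (maximal activation), DMSO (neutral).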
# Tb PFK inh – qHTS Assay to Find Inhibitors of T. brucei phosphofructokinase; T. brucei PFK, ADP-Glo luminescence; Potency, µM (titrated, usually from 57.5 µM), inactives show top-dose activity, negative = inhibition, actives largely listed as inhibitors; hit rate 0.17% among 330,000; ATP-dependent 6-phosphofructokinase (Trypanosoma brucei brucei), O15648;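 also: potency is read from the fitted curve at half-maximal effect; 0% = uninhibited 1x PFK enzyme wells and -100% = no-enzyme wells; nearly all actives have a fitted effect of over 60% in size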
# Target sequence (O15648 whole entry, looked up): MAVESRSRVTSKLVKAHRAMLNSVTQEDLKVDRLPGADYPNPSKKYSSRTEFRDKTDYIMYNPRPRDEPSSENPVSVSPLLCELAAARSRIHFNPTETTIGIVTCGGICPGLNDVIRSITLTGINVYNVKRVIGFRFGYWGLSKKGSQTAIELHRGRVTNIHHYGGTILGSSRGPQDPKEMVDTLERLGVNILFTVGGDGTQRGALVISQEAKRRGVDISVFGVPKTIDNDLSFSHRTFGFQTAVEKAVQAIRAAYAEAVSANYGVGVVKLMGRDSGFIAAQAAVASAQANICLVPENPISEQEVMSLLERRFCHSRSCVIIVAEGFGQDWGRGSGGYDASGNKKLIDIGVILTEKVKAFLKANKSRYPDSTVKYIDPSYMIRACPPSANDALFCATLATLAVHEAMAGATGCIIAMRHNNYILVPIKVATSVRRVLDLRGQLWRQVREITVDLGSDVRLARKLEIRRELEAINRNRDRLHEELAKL
#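 Activity is normalized to no-enzyme wells (full inhibition) and 1.25 nM enzyme wells (no inhibition). Reaction: 0.5 mM F6P, 0.1 mM ATP, 45 min RT, ADP-Glo luminescence; concentration-response curves fitted and classed by quality.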
# RORgamma inh – qHTS for inhibitors of ROR gamma transcriptional activity. Nuclear receptor ROR-gamma (Mus musculus), P51450. Drosophila S2 Gal4-RORgamma UAS-luciferase reporter, 20 h. Potency, µM (doses to about 53.6 µM), for inactives: at the top dose activity change, negative = inhibition, most hits filed as inhibitors. hit rate 5.4% among 310,000; also: potency is read from the fitted curve at half-maximal effect; % is scaled to controls: 0 for no effect and ±100 for the full control effect; nearly all actives have a fitted effect of over 60% in size
#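 Using a luciferase readout, inhibitors were identified by reduced reporter activity in Drosophila cells coexpressing a copper-inducible Gal4–ROR gamma fusion and UAS-driven Photinus luciferase, incubated 20 hr after 700 uM copper sulfate.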
# * hit, by the source's call; ? = inconclusive; / = not tested or not shown; [ ] = dose if it differs, or a comment. Unless noted, calls follow the shape of the dose curve; as a rule, active = well fitted curve in the direction sought with a large enough effect; inconclusive = small, poorly fitted or top-dose-only effect, or another doubt; inactive = no such curve, though single readings can be large; an effect the other way counts as inactive or inconclusive. This is a random part of the collection; any-hit rate near 15%.
Compound	Rab9 promoter act	ELG1 DNA repair	FLuc counter	p53 reactivator	ELG1 genotoxic	NPC1 prom act	TRPV1 ag	Gal4-VP16 FLuc	BRCA1 expr act	Tb PFK inh	RORgamma inh
Cc1onc(-c2ccccc2)c1C(=O)N(Cc1ccco1)Cc1cccs1	-4%	-8%	-8%	0%	-3%	-4%	?	?	10%	0%	?
CC(C)c1ccc(Nc2nnc(SC3CCOC3=O)s2)cc1 (centres undefined)	0%	?	7.6µM*	1%	-1%	0%	-1	?	-42%	-3%	?
CC(=O)Nc1ccc(OCC(=O)NC(C)C(C)C)cc1 (centres undefined)	-4%	4%	4%	2%	-2%	3%	-3	3%	-4%	-3%	-6%
CCN1CCC(=NNC(=O)c2ccco2)CC1	2%	?	-1%	?	22%	-4%	22	20%	10%	-7%	37%
O=C(CN1C(=O)NC(c2ccccc2)(c2ccccc2)C1=O)NCc1ccco1	/	3%	/	-11%	0%	/	/	/	3%	2%	/
c1ccc(C[n+]2cccc3c4ccccc4ccc32)cc1	-45%[inhibitor]	15%	1%	-3%	-11%	-39%[inhibitor]	3	-25%	-64%	-7%	?
O=C(CSc1nnnn1-c1ccc(C(=O)O)cc1)NC1CC1	-2%	1%	5%	6%	2%	-6%	0	-1%	4%	10%	0%
O=C(COC(=O)Cc1ccc(Cl)c(Cl)c1)Nc1ccc2[nH]c(=O)[nH]c2c1	2%	23%	9%	6%	2%	-2%	23	/	-20%	21µM*	/
COc1cccc(Cn2c(NCc3cccnc3)nc3c2c(=O)n(C)c(=O)n3C)c1	-7%	?	-5%	-5%	3%	-2%	1	?	-73%	-4%	?
COc1ccc(OC)c(CNC(=O)C2CCN(S(=O)(=O)N3CCCC3)CC2)c1	-7%	1%	2%	-3%	-2%	-1%	-5	-12%	2%	0%	15%
CCOc1ccc2nc(N(CCCN(C)C)C(=O)c3ccc(S(=O)(=O)N4CCc5ccccc5C4)cc3)sc2c1	-3%	0%	-3%	-23%	6%	-2%	20	?	-1%	-2%	10µM*
CCSc1nc(-c2ccccc2)c(-c2ccccc2)n1CC(O)CO (centres undefined)	-1%	11%	-10%	-4%	-8%	-1%	5	-3%	-6%	2%	3%
Cc1ccc(S(=O)(=O)N(Cc2ccc(Cl)cc2)c2ccccc2C(=O)O)cc1	2%[1.84 µM]	7%	1%	-4%	-2%	-1%	0	0%	-17%	5%	32%
Nc1cccc2c1C(=O)N(Cc1cccc(Cl)c1)C2=O	2%	8%	-13%	0%	13%	-1%	13	7%	-3%	0%	20%
COc1ccc(-n2c(SCC(=O)Nc3nccs3)nnc2-c2ccccc2)cc1	-2%	-13%	0%	-2%	2%	-1%	-1	-7%	-43%	5%	2%
CCc1cc(=O)oc2c3c(cc(OCC(=O)NCCC(=O)O)c12)OC(C)(C)CC3	3%	7%	?	-1%	2%	-1%	6	-5%	-8%	0%	11%
CCS(=O)(=O)c1nc2ccccc2n1Cc1ccccn1	4%	11%	-1%	-3%	-5%	-1%	1	9%	-25%	0%	11%
CN(c1nc(-c2ccccc2)cs1)C1CCS(=O)(=O)C1 (centres undefined)	28%	?	4%[2.3 µM]	19%	13%	16%	1	22%	?	-2%	14%
CC12CCC(=O)N1C(C(=O)Nc1nc3ccc(F)cc3s1)CS2 (centres undefined)	0%	?	?	?	0%	0%	1	/	30%	-5%	/
O=C(Nc1ccccc1F)N1CCCC1c1cccnc1 (centres undefined)	3%	30%	1%	-3%	2%	-7%	-3	-21%	32%	-4%	-1%
O=C1Nc2ccccc2C(=O)N2C[C@@H](O)C[C@H]12	-1%	11%	0%	6%	0%	-7%	-2	-1%	7%	-13%	-18%
O=C(Nc1ccc2cccnc2c1)c1ccc(Br)cc1	7%	?	19µM*	/	10%	16%	15	24%	-4%	-1%	27%
COc1ccc(NC(=S)N2CCNC(=O)C2CC(=O)Nc2cccc(Cl)c2C)cc1 (centres undefined)	1%	0%	3%	-8%	0%	-6%	-7	-7%	1%	0%	5%
COc1ccc(C(CC(=O)c2ccccc2)S(=O)(=O)c2ccccc2)cc1 (centres undefined)	?	?	0.48µM*	?	18µM*	3.5µM*	20	-4%	?	-7%	0%
O=C(NCCC(=O)N(CCc1ccccc1)Cc1ccccc1)c1ccc(Br)cc1	-5%	-19%	5%	-3%	4%	-2%	15	/	-13%	-6%	/
CC(=O)c1cccc(NC(=S)NC(=O)c2ccc(C)cc2Cl)c1	?	?	15µM*	8%	12%	24%	6	13µM*	-12%	1%	11µM*
CCC(=O)N1CCc2cc(S(=O)(=O)CCC(=O)Nc3ccc(C)c(F)c3)ccc21	0%	?	0%	-1%	-1%	-7%	0	-2%	-16%	-14%	77%
CN(/N=C/c1ccc2c(c1)OCO2)c1ccccc1	2.8µM*	?	6.7µM*	10µM*	?	4µM*	10	18µM*	7.1µM*	-3%	-44%
COc1ccc(Cc2nc(-c3cccnc3)no2)cc1OC	-3%	-4%	-3%	-2%	0%	-3%	0	3%	12%	-1%	?
CC1=C(C)C(=O)N(c2ccc(C(=O)O)cc2)C1=O	8%	-1%	4%	2%	-7%	0%	1	3%	2%	2%	2%

# Compound profiles, from the list above:
# COc1ccc(C(CC(=O)c2ccccc2)S(=O)(=O)c2ccccc2)cc1 (centres undefined) as listed: Rab9 promoter act = ?; ELG1 DNA repair = ?; FLuc counter = 0.48µM*; p53 reactivator = ?; ELG1 genotoxic = 18µM*; NPC1 prom act = 3.5µM*; TRPV1 ag = 20; Gal4-VP16 FLuc = -4%; BRCA1 expr act = ?; Tb PFK inh = -7%; RORgamma inh = 0%
# O=C1Nc2ccccc2C(=O)N2C[C@@H](O)C[C@H]12 as listed: Rab9 promoter act = -1%; ELG1 DNA repair = 11%; FLuc counter = 0%; p53 reactivator = 6%; ELG1 genotoxic = 0%; NPC1 prom act = -7%; TRPV1 ag = -2; Gal4-VP16 FLuc = -1%; BRCA1 expr act = 7%; Tb PFK inh = -13%; RORgamma inh = -18%

# Additional records:
Compound	Rab9 promoter act	ELG1 DNA repair	FLuc counter	p53 reactivator	ELG1 genotoxic	NPC1 prom act	TRPV1 ag	Gal4-VP16 FLuc	BRCA1 expr act	Tb PFK inh	RORgamma inh
CC(C)CCc1noc(CN2CCC(C(=O)N3CCOCC3)CC2)n1	-1%	-5%	-2%	2%	-2%	-4%	1	-11%	-15%	1%	-10%
O=C(NCCCc1ccccc1)C(=O)c1c[nH]c2ccccc12	2%	?	?	18%	3%	3%	4	13%	61%	1%	16%
CCOC(=O)C(C(=O)Nc1ccccn1)C1CCCCC1 (centres undefined)	-2%	3%	1%	-1%	1%	3%	4	-10%	15%	5%	-34%
C/C=C(\C)C(=O)OC(C)(C)[C@@H]1Cc2cc3ccc(=O)oc3cc2O1	-5%	?	1%	-15%	1%	0%	27	/	0%	0%	/
Cc1cc(C)c2c(CC(=O)NNC(=O)c3ccccc3)coc2c1	1%	-6%	0%	-7%	4%	0%	2	12%	2%	-4%	-11%
CC(=O)Nc1ccc(NC(=O)COC(=O)Cc2cccs2)cc1	2%	17%	-12%	-2%	2%	0%	-1	-1%	7%	-4%	-21%
COCCCNC(=O)c1ccc([N+](=O)[O-])cc1	8%	18%	1%	8%	-1%	4%	0	30%	1%	3%	14%
O=C1C=C(Nc2cccc(O)c2)CC(c2ccco2)C1 (centres undefined)	-2%	-5%	6%	14%	-2%	0%	5	2%	4%	-5%	?
